KCNK9 block = human KCNK9 channel inhibition; AID 488922; B-score at 10 µM; 310,000 tested, 1.2% active; HEK293 KCNK9, FluxOR thallium flux fluorescence; active compounds read low;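 active = ratio B-score over 3 SD below the library mean, with starting fluorescence within 5 SD of its mean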;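 also: negative B-score means less thallium flux so channel inhibition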
Target sequence (Q9NPC2 whole entry, looked up): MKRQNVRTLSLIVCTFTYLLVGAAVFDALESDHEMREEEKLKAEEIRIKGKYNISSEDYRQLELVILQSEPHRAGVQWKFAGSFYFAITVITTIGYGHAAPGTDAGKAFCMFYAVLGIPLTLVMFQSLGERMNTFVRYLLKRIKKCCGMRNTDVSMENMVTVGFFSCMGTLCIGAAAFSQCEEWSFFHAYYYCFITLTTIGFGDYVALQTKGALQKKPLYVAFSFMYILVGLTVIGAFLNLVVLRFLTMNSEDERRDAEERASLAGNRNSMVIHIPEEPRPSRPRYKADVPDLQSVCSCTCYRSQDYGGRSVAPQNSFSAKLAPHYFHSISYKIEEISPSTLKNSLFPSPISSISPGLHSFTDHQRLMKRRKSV
RGS4 inh = human RGS4 inhibition; P49798; HEK293 M3R/RGS4 inducible, Fluo-4 calcium flux; active compounds read high; triggered by carbachol at its EC20; B-score at 10 µM; 310,000 tested, 0.45% active; AID 463165;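 active = B-score, a plate-corrected calcium signal, over three deviations above library mean, with baseline fluorescence within five deviations of library mean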;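 also: RGS4 expression induced by doxycycline in cells with stable M3 receptor; B-score is computed from the integrated fluorescence ratio over baseline after carbachol; higher B-score means a larger calcium signal and so more RGS4 inhibition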
Target sequence (P49798 whole entry, looked up): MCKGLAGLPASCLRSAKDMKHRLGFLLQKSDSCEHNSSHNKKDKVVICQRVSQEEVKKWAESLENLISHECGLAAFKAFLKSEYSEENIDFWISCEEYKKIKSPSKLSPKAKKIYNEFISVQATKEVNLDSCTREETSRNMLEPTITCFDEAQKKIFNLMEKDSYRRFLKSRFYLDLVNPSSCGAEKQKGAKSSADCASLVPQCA
KCNQ1 act = potentiates or activates the human KCNQ1 potassium channel | P51787 | CHO-K1 KCNQ1, thallium flux FluxOR fluorescence; active compounds read high | B-score at 10 µM | 310,000 tested, 0.35% active | AID 2648;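 active = fluorescence ratio B-score, a plate-corrected score, at least three library SD, with initial intensity B-score within 5 SD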
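assay system = CHO-K1 cells stably expressing KCNQ1 | medium = assay buffer, equal DMSO in all wells | timing = 37 °C overnight plating, 90-min dark dye load, 20-min compound pretreatment | measured by = kinetic FluxOR thallium fluorescence, 10-s 1-Hz baseline, 110-s post-stimulus read | measure = fluorescence change relative to baseline, converted to B score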
TMEM16A inh = inhibitors of mouse TMEM16A calcium-activated chloride channel. normalized B-score (activity score, 25-100; higher = stronger inhibition) at 10 µM. HEK293 TMEM16A/YFP iodide influx fluorescence, ionomycin. Q8BHY3. 310,000 tested, 1.2% active;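 active = ratio plate-corrected score three or more library SD toward inhibition, starting fluorescence score within five deviations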;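 also: score derived from kinetic fluorescence span divided by baseline fluorescence per well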
hERG protect = compounds protecting human hERG from proarrhythmic drug block; Q12809; CHO-hERG, FluxOR thallium flux, dofetilide IC70 present; activation (rescue from dofetilide block), less the hit threshold, % at 10 µM; 310,000 tested, 0.51% active; AID 1511;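 active = activation above the mean of controls blocked by dofetilide plus 5 SD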;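 also: thallium influx through hERG after potassium depolarization seen as dye fluorescence rise; in these data hits start at about 4.7%; inactives centre near -7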
MrgX1 allo act = allosterically activates human MrgX1 receptor signaling; 310,000 tested, 0.63% active; AID 588675; MrgX1-HEK293, Fluo-4 calcium flux, FDSS; active compounds read high; B-score at 10 µM; Q96LB2;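 active = plate-corrected calcium response at least 3 library SD above typical, normal starting fluorescence, not activating the receptor alone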;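 also: compound read alongside a low EC10 to EC30 dose of BAM8-22 agonist; peak minus trough fluorescence over baseline measured at the second addition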
RGS4 pot = potentiators or activators of RGS4. 310,000 tested, 0.92% active. AID 463111. HEK293 M3R/inducible RGS4, carbachol calcium flux Fluo4; active compounds read low. B-score at 10 µM;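 active = B-score of the integrated calcium signal more than 4 SD below the library mean, with starting fluorescence not abnormally high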;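 also: negative B-score means reduced calcium response which marks RGS4 activation or potentiation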
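Material: Inducible-RGS4 HEK293 cells carrying M3 receptor; also added: carbachol at ECmax as muscarinic agonist stimulus; incubation: compound preincubation 20 min at room temperature before agonist; signal: Fluo4-AM (2 µM) calcium-flux fluorescence, kinetic read; measure: integrated calcium ratio converted to B score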
KCNK3 inh = human KCNK3 channel inhibition, primary screen; CHO-KCNK3 thallium flux, FluxOR fluorescence; active compounds read low; B-score at 10 µM; 340,000 tested, 0.84% active;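 active = B-score under library mean minus 4 SD, starting fluorescence ratio at most library mean plus 5 SD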;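 also: more negative B-score means stronger inhibition of thallium flux through KCNK3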
Target sequence (O14649 whole entry, looked up): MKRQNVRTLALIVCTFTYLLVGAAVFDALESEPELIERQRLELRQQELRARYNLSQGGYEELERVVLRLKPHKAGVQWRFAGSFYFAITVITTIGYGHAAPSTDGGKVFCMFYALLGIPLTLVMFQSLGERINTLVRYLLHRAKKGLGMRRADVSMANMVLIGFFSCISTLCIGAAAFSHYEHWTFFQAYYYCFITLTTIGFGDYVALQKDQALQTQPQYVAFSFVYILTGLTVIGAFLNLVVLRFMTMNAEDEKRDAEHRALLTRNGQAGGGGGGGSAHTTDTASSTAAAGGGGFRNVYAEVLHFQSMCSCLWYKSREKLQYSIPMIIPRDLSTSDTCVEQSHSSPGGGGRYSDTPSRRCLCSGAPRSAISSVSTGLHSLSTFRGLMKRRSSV
MrgX1 ag = activates human MrgX1 receptor signaling; Q96LB2; MrgX1-HEK293 cells, Fluo-4 calcium fluorescence, agonist mode; active compounds read high; B-score at 10 µM; 310,000 tested, 0.44% active; AID 588627;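 active = calcium response B-score plate-corrected fluorescence ratio at least 3 library SD, with starting fluorescence B-score inside 5 SD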
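Assay system: MrgX1-expressing HEK293 cells / Amount: fifteen thousand cells per well / Doses: test compound in the initial addition of three / Timing: cells plated overnight, dye loaded 0.5 h 37 °C, 0.5 h room temperature / Technique: kinetic calcium dye fluorescence, Fluo-4 NW / Control set: positive and negative controls per plate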
ANO1 activ = activates or potentiates the mouse TMEM16A chloride channel; HEK293 TMEM16A/YFP-H148Q/I152L, iodide quench fluorescence; active compounds read low; B-score at 10 µM; 340,000 tested, 0.3% active; AID 623877;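 active = fluorescence-ratio B-score plate-corrected deviation score at least 3 library SD below zero, with starting fluorescence score within 5 deviations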;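 also: channel opened by trigger with iodide after compound preincubation; score built on the fluorescence ratio of max minus min over baseline; more negative score means more quench and so TMEM16A activation or potentiation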
KCNQ1 block = human KCNQ1 channel inhibition; P51787; CHO-K1 KCNQ1, FluxOR thallium flux fluorescence; active compounds read high; B-score at 10 µM; 310,000 tested, 1.3% active; AID 2642;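 active = compounds whose thallium flux B-score, printed positive for inhibition, exceeds three library SD while starting fluorescence stays within three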;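 also: channel opened by potassium depolarization with thallium stimulus after 20 min compound exposure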
* marks the source's active call; other numbers are inactive results; i = inactive; x = not tested or not shown.

item	Structure	MrgX1 allo act	RGS4 inh	TMEM16A inh	KCNQ1 block	KCNK9 block	hERG protect	KCNQ1 act	RGS4 pot	MrgX1 ag	ANO1 activ	KCNK3 inh
1	COc1cc(OC)cc(C(=O)NCCCN2CCOCC2)c1	i	i	i	i	i	-2	i	i	i	i	i
2	Nc1nc2c(C(=O)N3CCOCC3)nnn2c2ccccc12	i	i	i	i	i	-6	i	i	i	i	i
3	O=C(NNc1nccc(C(F)(F)F)n1)Nc1cccc(Cl)c1	i	i	i	i	i	1	i	i	i	i	i
4	COc1ccc(C(=O)CCC(=O)N2CCN(c3ccc([N+](=O)[O-])cc3)CC2)cc1	i	i	i	i	i	-6	i	i	i	i	i
5	CCc1ccccc1NC(=O)CSc1nnc(-c2cc(C)[nH]n2)n1N	i	i	i	i	i	-3	i	i	i	i	i
6	Cc1cccc(Nc2nnc(SCC(=O)NCc3cccs3)s2)c1C	i	i	i	i	i	-9	i	i	i	i	i
7	Cc1ccc(NC(=O)CN2C(=O)NC3(CCCc4ccccc43)C2=O)c([N+](=O)[O-])c1 (stereo not drawn)	i	i	i	i	i	-5	i	i	i	i	i
8	CC(OC(=O)CCN1C(=O)c2cccc([N+](=O)[O-])c2C1=O)C(=O)Nc1cc(Cl)cc(Cl)c1 (stereo not drawn)	i	i	i	i	i	-18	i	i	i	i	i
9	CCOC(=O)C1(CCc2ccccc2)CCN(C(=O)c2ccoc2)CC1	i	i	i	i	i	-7	i	i	i	i	i
10	C[C@H](NC(=O)N1CCC(Cc2ccccc2)CC1)C(=O)O	i	i	i	i	i	-5	i	i	i	i	i
11	COc1ccc(F)c(CN2CCC(n3nccc3NC(=O)C3CCOC3)CC2)c1 (stereo not drawn)	i	i	i	i	i	-10	i	i	i	i	i
12	N#CCc1nn(-c2ccc(F)cc2)c(N)c1C#N	i	i	i	i	i	-6	i	i	i	i	i
13	Cc1cc(NC(=O)c2ccoc2C)no1	i	i	i	i	i	-10	i	i	i	i	i
14	CCCN1C(=O)c2cc(C(=O)NCCc3cccc(C)c3)ccc2C1O (stereo not drawn)	i	i	i	i	i	0	i	i	i	i	i
15	CC1CCN(c2nc3nonc3nc2Nc2ccc(F)cc2)CC1	i	i	i	i	i	1	i	i	i	i	i
16	O=C(CCn1c(=O)c2sccc2n(CC(=O)OCc2ccccc2)c1=O)NCc1ccccc1	i	i	i	i	i	5.2*	i	i	i	i	i
17	Cc1ccc(C(=O)CC2C(=O)N(c3ccccc3)C(=S)N2c2ccccc2)cc1 (stereo not drawn)	i	i	i	i	i	-12	i	i	i	i	i
18	O=C(CN1CCN(Cc2ccccc2)C1=O)NCc1ccc(Cl)cc1	i	i	i	i	i	-3	i	i	i	i	i
19	CCCc1cc(=O)[nH]c(NCCc2ccccc2)n1	i	i	i	i	i	-4	i	i	i	i	i
20	Cc1cc(O)cc2c1C(=O)/C(=C/c1ccco1)O2	i	i	i	11*	i	-11	i	i	i	i	i
21	CSCCC1NC2(C(=O)Nc3c(C)cc(Cl)cc32)[C@@H]2C(=O)N(C3CCCC3)C(=O)[C@H]12 (stereo partly drawn)	i	i	i	i	i	-5	i	i	i	i	i
22	O=C(CN1C(=O)CC(c2ccco2)Sc2ccccc21)NCc1ccc2c(c1)OCO2 (stereo not drawn)	i	i	i	i	i	-30	i	i	i	i	i
23	COc1cc(Br)c(CCNC(=O)Cc2ccccc2)cc1OC	i	i	i	i	i	-2	i	i	i	i	i
24	O=C(CSC(=S)N1CCOCC1)c1cc2ccccc2oc1=O	i	i	i	i	i	-4	i	i	i	i	i
25	C=CCn1c(COc2cccc3ccc(C)nc23)nnc1SCC(=O)O	i	i	i	i	i	-12	i	i	i	i	i
26	Cc1c(Cl)cccc1NC(=S)N1CCC(C(N)=O)(N2CCCCC2)CC1	i	i	i	i	i	-14	i	i	i	i	i
27	C=CCNC(=O)CSc1n[nH]c(-c2cc(Cl)ccc2OC)n1	i	i	i	i	i	-4	i	i	i	i	i
28	C=CCC(C=C)[N+]1(CC(=O)OC)CCCCC1 (stereo not drawn)	i	i	i	i	i	-8	i	i	i	i	i
29	CCCNC(=O)c1ccc(N(Cc2ccccc2)S(C)(=O)=O)cc1	i	i	i	i	i	0	i	i	i	i	i
30	CCOc1ccc(CCNC(=O)c2ccc(C)c(N3CCCC3=O)c2)cc1OCC	i	i	i	i	i	-8	i	i	i	i	i
31	O=C(OCC(=O)N1CCCC1)c1c(Cl)ccc(Cl)c1Cl	i	i	i	i	i	-8	i	i	i	i	i
32	Nc1cc(-c2ccc(Br)cc2)[nH]n1	i	i	i	i	i	-5	i	i	i	i	i
33	CCOc1ccc(-n2nc3c(=O)n(CCN4CCCCC4)nc(C)c3c2C)cc1	i	i	i	i	i	-4	i	-8.5*	i	i	i
34	C/C(=N\Nc1ccccc1)c1c(O)cc(C)oc1=O	i	i	i	i	i	-5	i	i	i	i	i
35	CCOC(=O)c1ccc(N2C(=O)c3n[nH]c(C)c3C2c2ccco2)cc1 (stereo not drawn)	i	i	i	i	i	-10	i	i	i	i	i
36	Cc1cccc(NC(=S)N(c2ccccc2)C(C)C)c1C	i	i	i	i	i	-8	i	i	i	i	i
37	Cc1cccc(CSc2nncc(=O)[nH]2)c1	i	i	i	i	i	-4	i	i	i	i	i
38	CCOc1ncccc1C(=O)Nc1ccc(OC)c(S(=O)(=O)N2CCCCC2)c1	i	i	i	i	i	-5	i	i	i	i	i
39	CCOC(=O)c1ccc(N=c2sc(C(=O)OC)cc(=O)n2C2CC2)cc1	i	i	i	i	i	-17	i	i	i	i	i
40	CCCCC(=O)Nc1nnc(-c2ccco2)o1	i	i	i	i	i	-15	i	i	i	i	i
41	COc1ccc(CN2CCN(C(=O)Cn3ncn4cccc4c3=O)CC2)c(OC)c1OC	i	i	i	i	i	-8	i	i	i	i	i
42	CCOc1cc(CNCc2ccncc2)cc(Br)c1OCc1ccc(F)cc1	i	i	100*	i	i	-23	i	i	i	i	i
43	CCOC(=O)Cn1c(CN2CCc3ccccc3C2)nc2c1c(=O)n(C)c(=O)n2C	i	i	i	i	i	-9	i	i	i	i	i
44	Cc1nn(-c2ccccc2)c(C)c1C(=O)NCc1ccc(F)cc1	i	i	i	i	i	-14	i	i	i	i	i
45	CCOc1ccccc1NC(=O)NC1CC2CCCC(C1)N2Cc1nnnn1CCc1ccccc1 (stereo not drawn)	i	i	i	i	i	-7	i	i	i	i	-9.1*
46	O=C(O)CCC(=O)Nc1sc2c(c1C(=O)Nc1cccc3ccccc13)CCCCC2	i	i	i	i	i	-10	i	i	i	i	i
47	O=C(c1ccco1)N1CCN(C(=O)N2CCOCC2)CC1	i	i	i	i	i	1	i	i	i	i	i
48	O=C(O)CSC1CC(=O)N(c2cccc(Cl)c2)C1=O (stereo not drawn)	i	i	i	i	i	-7	i	i	i	i	i
49	CCOC(=O)c1sc(N=NC2=C(O)CC(C)(C)CC2=O)c(C(=O)OCC)c1C	i	i	i	i	i	-9	i	i	i	i	i
50	CCOc1ccc(CCNC(=O)COC(=O)c2cccnc2Cl)cc1OCC	i	i	i	i	i	-14	i	i	i	i	i

Following part.
item	Structure	MrgX1 allo act	RGS4 inh	TMEM16A inh	KCNQ1 block	KCNK9 block	hERG protect	KCNQ1 act	RGS4 pot	MrgX1 ag	ANO1 activ	KCNK3 inh
51	CN(C)S(=O)(=O)c1ccc(C(=O)NCc2ccccc2)cc1	i	i	i	i	i	-5	i	i	i	i	i
52	O=C1C=C(c2cccnc2)CCC1	i	i	i	i	i	-10	i	i	i	i	i
53	COc1ccc(C(C(=O)NCC2CCCO2)N(C(=O)CNC(=O)c2ccco2)c2cc(C)ccc2C)cc1OC (stereo not drawn)	i	i	i	i	i	-11	i	i	i	i	i
54	O=C(c1cc(-c2ccncc2)nc2ccc(Cl)cc12)N1CCN(C(=O)C2CCCO2)CC1 (stereo not drawn)	i	i	i	i	i	-19	i	i	i	i	i
55	CCOc1cc(S(=O)(=O)N2CCC(C(N)=O)CC2)ccc1F	i	i	i	i	i	-7	i	i	i	i	i
56	CCn1c(C(=O)N2CCC(C(=O)NCc3ccc(OC)cc3)CC2)cc2sccc21	i	i	i	i	i	-20	i	i	i	i	i
57	c1ccc(-c2ccc(-c3nc(-c4cccnc4)no3)cc2)cc1	i	i	i	i	i	4	i	i	i	i	i
58	OC1(c2ccc(Br)cc2)CCN(Cc2cccc(Br)c2)CC1	i	i	i	i	i	-12	i	i	i	i	i
59	CC(C)(C)NC(=O)C(c1ccncc1)N(Cc1cccs1)C(=O)Cn1nnc(-c2ccc(F)cc2)n1 (stereo not drawn)	i	i	i	i	i	-8	i	i	i	i	i
60	C=CCNc1ccc(F)c(F)c1N1CCCCCC1=O	i	i	i	i	i	-3	i	i	i	i	i
61	O=C(NN1CCOCC1)NC12CC3CC(CC(C3)C1)C2	i	i	i	i	i	-6	i	i	i	i	i
62	CSCC[C@H](NC(=O)NCCc1ccc(F)cc1)C(=O)O	i	i	i	i	i	-9	i	i	i	i	i
63	CCn1cc([N+](=O)[O-])c(C(=O)N2CCCc3ccccc32)n1	x	i	x	i	i	-5	i	i	x	i	i
64	COc1cccc(NC(=O)C2C3C=CC4(O3)C2C(=O)N(CCCN2CCCC(C)C2)C4C(=O)NC2CCCCC2C)c1 (stereo not drawn)	i	i	i	i	i	-6	i	i	i	i	i
65	CCCCNC(=O)C1C2C=CC(C2)C1C(=O)O (stereo not drawn)	i	i	i	i	i	-3	i	i	i	i	i
66	CC(C)(C)c1csc(NC(=O)c2cccnc2Cl)n1	i	i	i	i	i	-8	i	i	i	i	i
67	Cc1ccc(N2CC(C(=O)Nc3nccs3)CC2=O)cc1Cl (stereo not drawn)	i	i	i	i	i	-10	i	i	i	i	i

Screening data: PubChem, Johns Hopkins Ion Channel Center
